AMA1 RON2 block – disrupts binding of P. falciparum AMA1 to RON2; Potency, µM (top dose mostly 58.2 µM), for inactives: top-dose activity change, negative = inhibition, usual class: inhibitors; 360,000 tested, 0.2% active; AlphaScreen AMA1-biotinylated RON2 peptide binding;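 note: potency is the fitted concentration of half-maximal effect; 0% = vehicle wells and -100% = peptide control; nearly all actives have a fitted effect of over 45% in size; some results filed as inactive show a strong effect at the top dose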
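AMA1 (3D7) with his tag at 25 nM final met compounds first, then biotinylated RON2 peptide at 25 nM; detection used donor plus acceptor beads, 10 µg/mL apiece, read by AlphaScreen after 30 min at room temperature.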
Cycloheximide cs – counter-screen hit for Shiga toxin inhibitors, cycloheximide; cell reporter, cycloheximide protein synthesis inhibition counterscreen; max response, %; 300,000 tested, 12% active; AID 2314; in the data active = max response mostly above about 13%, no sharp cut-off; inactive = mostly below about 14%; note: read at 38.3 µM for the half of the compounds with a filed dose; 0% is about no effect
AmpC inh no detg – AmpC beta-lactamase inhibition without detergent. P00811. AmpC nitrocefin hydrolysis, absorbance 480 nm, 0.0001% Triton. Potency, µM (doses to about 57.1 µM), without a hit: at the highest dose activity change, negative = inhibition, hits mostly inhibitors. 330,000 tested, 0.52% active;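 note: potency is the fitted concentration of half-maximal effect; plate controls were no compound for no effect and no enzyme for full effect; nearly all actives have a fitted effect of over 20% in size; some results filed as inactive show a strong effect at the top dose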
Target sequence (P00811 whole entry, looked up): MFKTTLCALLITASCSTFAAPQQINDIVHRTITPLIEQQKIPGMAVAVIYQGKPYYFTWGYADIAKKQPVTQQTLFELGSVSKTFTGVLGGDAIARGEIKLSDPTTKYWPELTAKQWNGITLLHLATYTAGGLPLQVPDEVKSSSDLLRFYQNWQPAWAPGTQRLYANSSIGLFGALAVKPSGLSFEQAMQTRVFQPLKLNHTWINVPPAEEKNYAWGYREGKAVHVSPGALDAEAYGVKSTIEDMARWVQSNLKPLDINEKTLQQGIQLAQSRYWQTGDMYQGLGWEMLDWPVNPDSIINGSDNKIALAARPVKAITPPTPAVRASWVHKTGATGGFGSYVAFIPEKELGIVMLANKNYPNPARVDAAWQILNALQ
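20 mM phosphate pH 7.0 + 0.01% (detergent screen) or 0.0001% Triton X-100; 5.3 nM AmpC reagent; cpd preinc 15 min RT; nitrocefin (800 uM stock) to start; A480 q20 s × 4 min; Activity was normalised to no-enzyme and no-compound control wells.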
AmpC inh detg – AmpC beta-lactamase inhibition with detergent present | P00811 | AmpC hydrolysis of nitrocefin, absorbance 480 nm, 0.01% Triton | Potency, µM (top dose mostly 114 µM), for inactives: top-dose activity change, negative = inhibition, hits mostly inhibitors | 370,000 tested, 0.041% active | AID 485294;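 note: potency is the fitted concentration of half-maximal effect; 0% = no-compound wells and -100% = no-enzyme wells; nearly all actives have a fitted effect of over 25% in size; some results filed as inactive show a strong effect at the top dose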
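20 mM phosphate pH 7.0 + 0.01% (detergent screen) or 0.0001% Triton X-100; 5.3 nM AmpC reagent; cpd preinc 15 min RT; nitrocefin (800 uM stock) to start; A480 q20 s × 4 min; Activity was normalised to no-enzyme and no-compound control wells.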
Shiga inhibitor – Shiga toxin inhibition. Vero cells, Shiga toxin protein synthesis inhibition reporter. AID 2315. 290,000 tested, 9.2% active. inhibition, % at 38.7 µM; in the data active = inhibition mostly above about 28%, no sharp cut-off; inactive = mostly below about 43%; note: 0% is about no effect
HCMV inh – blocks human cytomegalovirus replication; HFF cells, HCMV-luciferase reporter, 72 h; active compounds read low; 410,000 tested, 4.5% active; AID 1259415; activity change, negative = inhibition, % at 57.5 µM; in the data active = activity change below about -60%; inconclusive = no clear call, values can overlap the other calls; inactive = above about -39%; note: % is set by controls: 0 for no effect and ±100 for the full control effect
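Cell-based, HFFs, 1000 cells/well, 16 h 37C; cpds in DMSO + HCMV-luc, MOI 1 PFU/cell; 72 h 37C; OneGlo luminescence after 5 min RT; norm. to buffer vs Salinomycin 10uM.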
FBPA Giardia inh – Giardia lamblia aldolase inhibition | A8B2U2 | purified Giardia FBPA | Potency, µM (series often up to 59.6 µM), for the others: at the top dose activity, negative = inhibition, actives largely listed as inhibitors | 290,000 tested, 0.71% active | AID 2451; note: potency is the fitted concentration of half-maximal effect; % is set by controls: 0 for no effect and ±100 for the full control effect; nearly all actives have a fitted effect of over 55% in size
Target sequence (A8B2U2 whole entry, looked up): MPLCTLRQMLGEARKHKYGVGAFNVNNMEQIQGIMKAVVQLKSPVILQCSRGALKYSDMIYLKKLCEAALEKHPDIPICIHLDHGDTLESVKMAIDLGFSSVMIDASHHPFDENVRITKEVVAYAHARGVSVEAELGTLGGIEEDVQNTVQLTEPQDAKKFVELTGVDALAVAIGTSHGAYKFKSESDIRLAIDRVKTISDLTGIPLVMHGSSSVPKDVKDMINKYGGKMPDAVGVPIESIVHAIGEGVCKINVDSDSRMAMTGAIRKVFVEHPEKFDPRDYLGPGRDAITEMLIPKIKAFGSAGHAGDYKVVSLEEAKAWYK
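40 nM FBPA preincubated 10 min at RT with compound (up to 57.5 uM final), then substrate plus GAPDH/TPI/NAD/arsenate coupling and diaphorase/resazurin added. Fluorescence read after 20 min at RT, 525/598 nm.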
An asterisk follows results filed as active; & = joins results of further samples; [ ] = dose if it differs, or a comment. Unless noted, calls come from the whole dose curve; as a rule, active = well fitted curve in the direction sought with a large enough effect; inconclusive = small, poorly fitted or top-dose-only effect, or another doubt; inactive = no such curve, though single readings can be large; an effect the other way counts as inactive or inconclusive.

COC(=O)C1=C(C)NC(C)=C(C(=O)OC)C1c1ccco1 was read as AMA1 RON2 block 40%[activator], Cycloheximide cs 1, AmpC inh no detg -12%, AmpC inh detg 6%, Shiga inhibitor -1, HCMV inh 66 and FBPA Giardia inh -1%.
`COC(=O)C1(C#N)C(c2ccccc2)C1(C(=O)OC)C(=O)OC` (stereo not given) gave AMA1 RON2 block 7%, Cycloheximide cs -3, AmpC inh no detg 1%, AmpC inh detg -12%, Shiga inhibitor -2, HCMV inh -15 and FBPA Giardia inh 0%.
For Cc1cc(NCC(C)C)n2ncnc2n1 the results were AMA1 RON2 block 4%, Cycloheximide cs 5, AmpC inh no detg -13%, AmpC inh detg -3%, Shiga inhibitor 0, HCMV inh 4 and FBPA Giardia inh -1%.
CCOCCNC(=O)c1ccc2c3c(cccc13)CC2 was read as AMA1 RON2 block -11%, Cycloheximide cs 21, AmpC inh no detg 12%, AmpC inh detg 8%, Shiga inhibitor 31, HCMV inh 28 and FBPA Giardia inh -3%.
`c1ccc2c(c1)oc1c(Nc3ccc4c(c3)OCCO4)ncnc12` gave AMA1 RON2 block -27%, Cycloheximide cs 54*, AmpC inh no detg -15%, AmpC inh detg 1%, Shiga inhibitor 69*, HCMV inh 63 and FBPA Giardia inh -19%.
For O=C(COc1cccc(F)c1)Nc1ccc2[nH]c(=O)[nH]c2c1 the results were AMA1 RON2 block 0%, Cycloheximide cs 3, AmpC inh no detg -29%, AmpC inh detg -5%, Shiga inhibitor -2, HCMV inh -31 and FBPA Giardia inh -14%.
`Fc1ccc(NC(=S)Nc2ccc(F)c(Cl)c2)cc1Cl` gave AMA1 RON2 block 21%, Cycloheximide cs 3, AmpC inh no detg -49%, AmpC inh detg -10%, Shiga inhibitor 10 and FBPA Giardia inh -10%.
`Cc1ccc(NC(NC(=O)c2ccccc2[N+](=O)[O-])C(Cl)(Cl)Cl)cc1` (stereo not given) gave AMA1 RON2 block -6%, Cycloheximide cs 2, AmpC inh no detg -34%, AmpC inh detg -12%, Shiga inhibitor -13, HCMV inh inconclusive and FBPA Giardia inh -2%.
COc1ccc(S(=O)(=O)N(C)CC(=O)Nc2ccc3c(c2)OCCO3)cc1 was read as AMA1 RON2 block -8%, AmpC inh no detg inconclusive, AmpC inh detg inconclusive and HCMV inh -28.
Screening CCOc1ccc(N=c2cc(-c3ccc(OC)cc3)oc3ccccc23)cc1 returned AMA1 RON2 block 14µM*, Cycloheximide cs -3, AmpC inh no detg -22%, AmpC inh detg 1%, Shiga inhibitor -6, HCMV inh -25 and FBPA Giardia inh 1%.

In the list so far, 2 contain fluorine.
For O=C(COc1cccc(F)c1)Nc1ccc2[nH]c(=O)[nH]c2c1 the results were AMA1 RON2 block 0%, Cycloheximide cs 3, AmpC inh no detg -29%, AmpC inh detg -5%, Shiga inhibitor -2, HCMV inh -31 and FBPA Giardia inh -14%.
`Fc1ccc(NC(=S)Nc2ccc(F)c(Cl)c2)cc1Cl` gave AMA1 RON2 block 21%, Cycloheximide cs 3, AmpC inh no detg -49%, AmpC inh detg -10%, Shiga inhibitor 10 and FBPA Giardia inh -10%.

The list goes on:
For CSc1ccc(/C=C/C(=O)OCC(=O)c2ccc[nH]2)cc1 the results were AMA1 RON2 block -16%, AmpC inh no detg -25%, AmpC inh detg -11% and HCMV inh -10.
`COc1ccc(-c2cc3c(=O)n(CC(=O)NCc4ccc(C)cc4)ncn3n2)cc1` gave AMA1 RON2 block 26%, Cycloheximide cs 2, AmpC inh no detg -25%, AmpC inh detg -12%, Shiga inhibitor 10, HCMV inh 21 and FBPA Giardia inh 16%.
For O=C(NCc1cccs1)C(=O)c1c[nH]c2ccccc12 the results were AMA1 RON2 block -1%, Cycloheximide cs 33*, AmpC inh no detg -17%, AmpC inh detg -5%, Shiga inhibitor 90, HCMV inh -33 and FBPA Giardia inh 1%.
Screening CC(C(=O)NN)n1nnc(N2CCOCC2)n1 (stereo not given) returned AMA1 RON2 block 19%, Cycloheximide cs -2, AmpC inh no detg -10%, AmpC inh detg -4%, Shiga inhibitor -7, HCMV inh 37 and FBPA Giardia inh -5%.
Screening Cc1cc(C)c(C(=O)COC(=O)CNC(=O)c2ccccc2C)c(C)c1 returned AMA1 RON2 block 0%, AmpC inh no detg -2%, AmpC inh detg 0% and HCMV inh -27.
`CSc1cccc(NC(=O)C2CCCN2S(=O)(=O)c2ccc3c(c2)CCC(=O)N3)c1` (stereo not given) gave AMA1 RON2 block 9%, Cycloheximide cs 26*, AmpC inh no detg -18%, AmpC inh detg -1%, Shiga inhibitor 26*, HCMV inh -34 and FBPA Giardia inh -9%.
OCC1CCCCN1C(=S)Nc1cccc(Cl)c1 (stereo not given) was read as AMA1 RON2 block -13%, Cycloheximide cs 8, AmpC inh no detg -19%, AmpC inh detg 7%, Shiga inhibitor 20, HCMV inh -14 and FBPA Giardia inh -2%.
`COc1ccc(C)cc1S(=O)(=O)N1CCCCC1` gave AMA1 RON2 block -5%, Cycloheximide cs 0, AmpC inh no detg -14%, AmpC inh detg 2%, Shiga inhibitor 1, HCMV inh -7 and FBPA Giardia inh 0%.
`CCc1ccc(NC(=O)CSc2nnc(CC)c(CC)n2)cc1` gave AMA1 RON2 block 16%, Cycloheximide cs -1, AmpC inh no detg -17%, AmpC inh detg 4%&-12%, Shiga inhibitor -9, HCMV inh inconclusive and FBPA Giardia inh 4%.
`C[C@H](O)Cc1cn(-c2cc3cc(C#Cc4ccsc4)ccc3oc2=O)nn1` gave AMA1 RON2 block 11%, AmpC inh no detg -7%, AmpC inh detg -7% and HCMV inh 53.
CC1CCCCN1Cc1c(O)ccc2c(=O)c(-c3ccc(Cl)cc3Cl)coc12 (stereo not given) was read as AMA1 RON2 block -3%, Cycloheximide cs -2, AmpC inh no detg 17%, AmpC inh detg -11%, Shiga inhibitor -9, HCMV inh 24 and FBPA Giardia inh 0%.
`Cc1ccc(NC(=O)Cn2c(O)c(N=NC(N)=O)c3ccccc32)cc1` gave AMA1 RON2 block -7%, Cycloheximide cs -1, AmpC inh no detg -8%, AmpC inh detg -10%, Shiga inhibitor -4, HCMV inh -35 and FBPA Giardia inh 1%.
CSc1ncc(C(=O)Nc2cc(C)ccc2C)c(C)n1 was read as AMA1 RON2 block -7%, Cycloheximide cs -3, AmpC inh no detg -20%, AmpC inh detg -10%, Shiga inhibitor -5, HCMV inh -13 and FBPA Giardia inh -9%.
CCN1C(Nc2ccccc2)=NC[C@@H]1CC(C)C was read as AMA1 RON2 block 15%, Cycloheximide cs -3, AmpC inh no detg -21%, AmpC inh detg -22%, Shiga inhibitor -4, HCMV inh -12 and FBPA Giardia inh 10%.
`CC(C)CC(=O)Nc1ccc(C(=O)COC(=O)C2CCC2)cc1` gave AMA1 RON2 block 15%, Cycloheximide cs 14, AmpC inh no detg -10%, AmpC inh detg -2%, Shiga inhibitor 34 and HCMV inh 9.
CCOC(=O)c1cc(-c2ccccc2)sc1NC(=O)C(C)(C)C was read as AMA1 RON2 block 11%, Cycloheximide cs -4, AmpC inh no detg -7%, AmpC inh detg -2%, Shiga inhibitor 20, HCMV inh -11 and FBPA Giardia inh 2%.
For Nc1c(C(=O)c2ccc(F)cc2)oc2ccccc12 the results were AMA1 RON2 block 19%, Cycloheximide cs 38*, AmpC inh no detg -32%, AmpC inh detg 3%, Shiga inhibitor 44*, HCMV inh 11 and FBPA Giardia inh -6%.
`Cc1nnc(SCC(=O)N(C)CC(=O)Nc2ccc(F)cc2)n1Cc1ccccc1` gave AMA1 RON2 block 1%, Cycloheximide cs 6, AmpC inh no detg 50%, AmpC inh detg -9%, Shiga inhibitor -19, HCMV inh -14 and FBPA Giardia inh 8%.
C=CCSC1=C(C#N)C(c2ccccc2OCC)C(C#N)C(=O)N1 (stereo not given) was read as AMA1 RON2 block 5%, Cycloheximide cs -3, AmpC inh no detg -3%, AmpC inh detg -2%, Shiga inhibitor -12, HCMV inh -16 and FBPA Giardia inh 13%.
CCCc1nc(N)sc1C(=O)OCC was read as AMA1 RON2 block 1%, Cycloheximide cs -3, AmpC inh no detg -3%, AmpC inh detg 3%, Shiga inhibitor -20, HCMV inh 32 and FBPA Giardia inh 2%.
`CCN(CC)c1ccc(S(=O)(=O)N2CCOCC2)cc1NC(=O)CSc1nnc(N)s1` gave AMA1 RON2 block 25%, AmpC inh no detg -15%, AmpC inh detg 0% and HCMV inh inconclusive.
Screening COC(=O)CCN(Cc1cc(OC)ccc1OC)S(=O)(=O)c1ccccc1Br returned AMA1 RON2 block -19%, AmpC inh no detg -4% and HCMV inh 10.
COc1ccc(C(CNC(=O)CNC(=O)c2cccc(C)c2)N2CCOCC2)cc1 (stereo not given) was read as AMA1 RON2 block 16%, AmpC inh no detg -3%, AmpC inh detg 2% and HCMV inh -13.
COc1cc(-c2noc(C)c2/C=C/c2ccc(C(=O)O)cc2)cc(OC)c1OC was read as AMA1 RON2 block 1%, Cycloheximide cs 2, AmpC inh no detg -18%, AmpC inh detg -11%, Shiga inhibitor 6, HCMV inh -24 and FBPA Giardia inh -13%.
COc1cccc(C2/C(=C(\O)c3ccc4c(c3)OCCO4)C(=O)C(=O)N2CCCn2ccnc2)c1 (stereo not given) was read as AMA1 RON2 block -11%, Cycloheximide cs 8, AmpC inh no detg -11%, AmpC inh detg -9%, Shiga inhibitor 0, HCMV inh -30 and FBPA Giardia inh -27%.
COc1ccc(NC(=O)c2ccccc2C(=O)N2CCCCC2)cc1 was read as AMA1 RON2 block 2%, Cycloheximide cs 22, AmpC inh no detg -13%, AmpC inh detg 4%, Shiga inhibitor 41, HCMV inh -37 and FBPA Giardia inh 9%.
For CCCCCC/C=C1\CC(C(=O)OCC)Oc2ccccc21 (stereo not given) (tested in a mixture with another compound) the results were Cycloheximide cs 3, Shiga inhibitor inactive and FBPA Giardia inh 3%[89.2 µM].
`CCS(=O)(=O)N1CCC(C(=O)Oc2ccc(Br)cc2)CC1` gave AMA1 RON2 block -9%, Cycloheximide cs 1, AmpC inh no detg 7%, AmpC inh detg -8%, Shiga inhibitor -9, HCMV inh -7 and FBPA Giardia inh 0%.
`O=C(N[C@@H]1C[C@H]2CC[C@@H]1C2)c1ccco1` gave AMA1 RON2 block -7%, Cycloheximide cs -1, AmpC inh no detg -10%, AmpC inh detg inconclusive, Shiga inhibitor -4, HCMV inh 12 and FBPA Giardia inh 12%.
`C/C(CC(=O)NC(C)C)=N\NC(=O)C(c1ccccc1)c1ccccc1` gave AMA1 RON2 block 17%, Cycloheximide cs -5, AmpC inh no detg -27%, AmpC inh detg 3%, Shiga inhibitor 2, HCMV inh inconclusive and FBPA Giardia inh 1%.
For CCOC(=O)c1c(NC(=O)CCC(=O)N(CC)CC)sc2c1CC(C)(C)OC2 the results were AMA1 RON2 block 5%, Cycloheximide cs -1, AmpC inh no detg 93%[activator], AmpC inh detg 2%, Shiga inhibitor 27, HCMV inh 8 and FBPA Giardia inh 1%.
